High-throughput results: PubChem BioAssay, Broad Institute
DENV2 CPE rescue: DENV2-induced cell death inhibition; 1.7% of 350,000 active; DENV2-infected cells, cytopathic effect rescue, plate reader; CPE inhibition, % at 9.99 µM; in the data active = CPE inhibition above about 20%, passing the limit was not always enough; inconclusive = no clear call, values can overlap the other calls; tested in BHK-21 cells;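 also: 0% = median of neutral control wells and 100% = median of positive control wells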
EWS-Fli block: EWS/Fli transcriptional activity inhibition | A673 NR0B1-luciferase reporter, viability-normalised | inhibition, % at 12.6 µM | 0.67% of 350,000 active | AID 651661;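 active = mean inhibition of at least 50% after viability correction, with every replicate also passing that limit; inconclusive = mean reaches 50% but only one of two replicates passes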;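 also: firefly luciferase signal divided by Alamar Blue viability fluorescence both relative to DMSO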
ARNT TACC3 PPI: ARNT/TACC3 interaction disruption; AID 623870; inhibition, % at 9.99 µM; AlphaScreen His-ARNT PAS-B/GST-TACC3 binding, luminescence; TACC3 fragment carries E629A point mutation; 0.66% of 390,000 active;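 active = mean inhibition of replicates at least 50% and at least half of replicates each reaching 50%; inconclusive = half or more replicates reach 50% but mean below 50%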;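 also: 0% = complete ARNT plus TACC3 wells and 100% = ARNT alone without TACC3; many hits fall short of the cut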
ERp5 block: ERp5 (human) disulfide isomerase inhibition. Q15084. ERp5 insulin aggregation, absorbance 650 nm, 90 min. inhibition, % at 9.99 µM. 0.05% of 350,000 active. AID 651711;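 active = mean replicate inhibition above about 25%, with every replicate also reaching it, limit read from the data, passing the limit was not always enough; inconclusive = only one of those two criteria met; inactive = neither criterion met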
Target sequence (Q15084 whole entry, looked up): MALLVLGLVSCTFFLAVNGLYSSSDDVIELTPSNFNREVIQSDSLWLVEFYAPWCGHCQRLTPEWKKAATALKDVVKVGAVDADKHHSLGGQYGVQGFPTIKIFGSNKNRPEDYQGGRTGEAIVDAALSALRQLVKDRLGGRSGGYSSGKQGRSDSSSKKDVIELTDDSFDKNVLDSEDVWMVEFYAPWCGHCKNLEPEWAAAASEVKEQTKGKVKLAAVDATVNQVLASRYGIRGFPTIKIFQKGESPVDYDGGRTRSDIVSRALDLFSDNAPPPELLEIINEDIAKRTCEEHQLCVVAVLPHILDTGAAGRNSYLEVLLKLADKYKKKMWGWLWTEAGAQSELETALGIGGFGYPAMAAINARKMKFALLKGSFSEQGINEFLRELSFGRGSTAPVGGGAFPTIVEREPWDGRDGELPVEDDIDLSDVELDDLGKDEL
PAX8 reporter: inhibitors of PAX8 transcriptional activity in RMG-I cells; 1.2% of 360,000 active; inhibition, % at 12.6 µM; RMG-I TPO-luciferase reporter, SteadyGlo, 24 h;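 active = mean replicate inhibition at least 60% with every replicate also reaching 60%; inconclusive = only one of the two criteria is met; inactive = mean below 60% and not all replicates reaching 60%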;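 also: luciferase light reporting Pax8 driven TPO promoter activity; plate controls were median of neutral control wells for no effect and mitoxantrone controls for full effect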
F508del corr: CFTR F508del correction in bronchial cells. CFBE cells, YFP halide quenching; stimulated with forskolin plus potentiator P3; % fluorescence drop versus neutral controls. 0.36% of 350,000 active. activity (quench increase), % at 7.58 µM;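 active = mean added fluorescence quench of at least 8% versus neutral control, with both replicates also reaching 8%; inconclusive = only one of the mean or replicate conditions met; inactive = mean below 8% and not both replicates reaching 8%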;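 also: cells transiently co-express mutant CFTR-F508del with the halide-sensitive YFP; corrector assay measuring rescue of mutant channel to the surface after 24 h compound exposure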
GSIS activator: GLuc luminescence reporter in INS-1E cells, primary screen for activators of glucose-dependent secretion of insulin; 0.61% of 370,000 active; activation, % at 16.6 µM; INS-1E GLuc reporter insulin secretion, 2-3 h;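 active = lowest replicate activation of at least 40%, so every replicate reaches that level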;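 also: 0% = median of neutral control wells and 100% = median of IBMX positive control wells; some compounds called inactive have numbers as strong as hits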
Xi reactivation: activators of X-chromosome reactivation in mouse fibroblasts. XiGFP mouse fibroblasts, % GFP-positive cells imaging, 3 d; cells co-treated with 5-aza-dC sensitizer; scaled so ellipticine positive control = 100%. activation, % at 7.58 µM. 0.055% of 360,000 active;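 active = mean normalized replicate activation at least 10% and every replicate at or above 10%; inconclusive = only one of the two criteria met; inactive = mean below 10% and not all replicates reach 10%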;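 also: 0% = median of on-plate neutral control wells and 100% = ellipticine 6 µM median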
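Material: XiGFP fibroblasts, SV40-immortalized. Buffer or medium: DMEM plus 5-aza-dC sensitizer. Compound: single concentration per compound, delivered by pin transfer. Times: 3 days compound exposure. Controls: ellipticine 6 µM.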
An asterisk follows results filed as active; ? = inconclusive; . = not tested or not shown.

SMILES | DENV2 CPE rescue | EWS-Fli block | ARNT TACC3 PPI | ERp5 block | PAX8 reporter | F508del corr | GSIS activator | Xi reactivation
CCNC(=O)C[C@@H]1C=C[C@@H](NC(=O)C2CCC2)[C@@H](CO)O1 | -1 | -9 | -5 | -8 | . | 1.8 | 13 | 0.7
Cc1ccc(O)c(CP(=O)(c2ccccc2)c2ccccc2)c1 | 3 | 7 | -2 | 0 | 14 | 3.5 | 44* | 0.1
C[C@H]1CN([C@@H](C)CO)S(=O)(=O)c2ccc(-c3cccnc3)cc2O[C@H]1CN(C)CC1CC1 | -6 | -14 | -8 | -4 | . | -0.3 | 10 | 0.0
CCOc1ccc(S(=O)(=O)NCCC(=O)NCC(c2ccc(OC)cc2)N2CCCC2)cc1 (stereo not drawn) | 8 | 1 | -10 | -4 | 12 | 0.0 | 4 | 0.0
Cc1ccccc1N1CCN(S(=O)(=O)c2ccc3ccccc3c2)CC1 | 4 | 0 | -7 | 8 | 3 | 0.5 | 6 | 0.0
C[C@H](CO)N1C[C@H](C)[C@@H](CN(C)C)Oc2ccc(NS(=O)(=O)c3cccs3)cc2CC1=O | 5 | -1 | 5 | -4 | 4 | -0.4 | 7 | -0.1
C[C@@H]1CN([C@H](C)CO)C(=O)c2cc(C#Cc3ccccc3F)cnc2O[C@@H]1CN(C)C(=O)C1CCC1 | 3 | 2 | -1 | 7 | -6 | 0.9 | -17 | 0.5
CCC(C(=O)Nc1ccc([N+](=O)[O-])cn1)c1ccccc1 (stereo not drawn) | -5 | -6 | 0 | 3 | -16 | 1.4 | 3 | 0.2
CC(C)(CO)NCC#Cc1ccccc1 | -3 | -4 | -1 | 1 | 12 | -4.0 | 10 | 0.3
Cc1cc(C)nc(NN=C2CCCC2)n1 | . | . | -1 | . | 2 | . | 0 | 0.0
CC(C)CCC(=O)N1CCOC1=O | 8 | -8 | -2 | -4 | 8 | -3.5 | 4 | 0.0
CCc1ccc(N=Nc2ccc(O)c3[nH]cnc23)cc1 | ? | -50 | 14 | -1 | -130 | 7.3 | . | 5.4
CO[C@H]1CN(C)C(=O)c2ccc(NC(=O)Nc3ccc4c(c3)OCO4)cc2OC[C@@H](C)NC[C@H]1C | 8 | -81 | 16 | -2 | -50 | -1.0 | 13 | -0.2
CCC(=O)N[C@H]1C=C[C@@H](CC(=O)NCc2ccccc2F)O[C@H]1CO | -4 | 5 | -7 | 5 | -1 | 4.0 | 19 | -0.1
COc1ccc(-c2ccc3c(c2)O[C@H](CN(C)C(C)=O)[C@@H](C)CN([C@H](C)CO)S3(=O)=O)cc1 | -5 | 1 | 0 | -6 | . | 1.1 | 4 | -0.7
Cn1cccc1CC(=O)N/N=C/C(Cl)=C/c1ccccc1 | -5 | 4 | -2 | 2 | 9 | . | 30 | -0.3
CCC(CC)C(=O)OCC(=O)C1(O)CCC2C3CCC4=CC(=O)CCC4(C)C3C(O)CC21C (stereo not drawn) | 9 | -4 | -7 | -6 | 11 | 3.1 | -26 | -0.1
CCC(SCC(=O)OC)C(=O)Nc1nnc(C(C)C)s1 (stereo not drawn) | 9 | 4 | 5 | -4 | 9 | -2.8 | -4 | 0.7
CCN(CC)c1ccc(NC(=O)C2CC(=O)N(Cc3ccccc3)C2)cc1 (stereo not drawn) | -4 | 12 | 7 | 6 | 22 | -2.1 | -61 | -0.1
CCC(=O)/C(=C(/O)c1ccccc1)c1nc2ccccc2[nH]1 | 7 | -65 | -5 | -2 | 7 | 1.8 | 2 | 0.0
COc1cc(/C=C(/NC(=O)c2ccccc2)C(=O)N2CCOCC2)c([N+](=O)[O-])cc1OC | -9 | 3 | 2 | 0 | 21 | 2.9 | 9 | -0.1
CCn1c(CNC(=O)c2ccccc2F)nnc1SCC(=O)NC1CCCCC1 | 4 | 0 | 3 | -5 | 0 | 1.2 | -3 | 0.0
C[C@@H]1CN([C@H](C)CO)C(=O)c2cc(C#CC3CC3)cnc2O[C@@H]1CN(C)S(C)(=O)=O | -9 | -7 | -1 | 0 | . | 2.0 | 4 | -0.4
CCOc1ccc(N(CC(=O)NCCOc2ccccc2OC)S(=O)(=O)c2ccccc2)cc1 | -3 | 7 | 2 | 3 | -13 | 0.6 | -44 | 0.5
COc1ccc(CCNC(=O)CSc2nc(N)cc(=O)[nH]2)cc1OC | . | 5 | . | 5 | -8 | -0.2 | 12 | 0.0
SMILES | DENV2 CPE rescue | EWS-Fli block | ARNT TACC3 PPI | ERp5 block | PAX8 reporter | F508del corr | GSIS activator | Xi reactivation
CC1(CC(=O)N/N=C/c2ccc(-c3cccc(C(F)(F)F)c3)o2)OCCO1 | -6 | -6 | -2 | 0 | 40 | -0.9 | 2 | 0.0
CC(C)(C)n1nnnc1C(c1cccc(C#N)c1)N1CCC(Cc2ccccc2)CC1 (stereo not drawn) | 4 | 11 | 2 | -3 | . | 1.1 | -3 | .
CCCCCC(=O)N1CCN(S(=O)(=O)c2ccc3c(c2)OCCO3)CC1 | 3 | 12 | 1 | 2 | 7 | 2.2 | 5 | 0.1
CC1(c2nnnn2Cc2ccccc2)CCC(=O)N1CC1CCCCC1 (stereo not drawn) | 6 | -6 | . | -5 | 0 | 1.5 | 21 | 0.1
COCCN1C=C(C(=O)OC)C(c2ccccc2Cl)C(C(=O)OC)=C1 | 4 | -2 | -1 | 5 | 6 | -0.8 | 6 | 0.1
CC(Sc1nnc(-c2ccc(Cl)cc2)n1N)C(=O)NCC1CCCO1 (stereo not drawn) | -12 | -5 | . | -2 | -14 | 1.2 | 6 | 0.1
Cc1cc(NC(=O)CSc2nnc(-c3c[nH]c4ccccc34)n2-c2ccc(Cl)cc2)no1 | -1 | -1 | -4 | 5 | . | -2.8 | 4 | .
COc1ccc(CCNC(=O)COC(=O)/C=C/c2ccc(OC)cc2OC)cc1 | -1 | -10 | -4 | 1 | -6 | 1.1 | . | 0.8
Cc1noc(C)c1NC(=O)Nc1cccc2c1O[C@H](CN(C)C(=O)Nc1ccccc1)[C@H](C)CN([C@@H](C)CO)C2=O | -7 | 3 | -5 | 11 | -1 | -2.5 | 10 | 0.2
Cc1ccc(S(=O)(=O)Nc2ccc3c(c2)C(=O)N([C@H](C)CO)C[C@@H](C)[C@@H](CN(C)C(=O)Nc2c(C)noc2C)OCCCC[C@@H](C)O3)cc1 | -15 | 11 | -4 | 6 | 12 | 0.4 | -9 | -0.1
CCCCCCCCCCCCN1CCSCCS1(=O)=O | 2 | 5 | . | 3 | 7 | 0.9 | -8 | -0.1
COc1cccc(NC(=O)N(C)C[C@@H]2OCc3ccccc3-c3ccccc3C(=O)N([C@@H](C)CO)C[C@@H]2C)c1 | 7 | -1 | 0 | 2 | -11 | -2.4 | 10 | -0.2
CS(=O)(=O)Nc1ccc2c(c1)[C@H]1C[C@@H](CC(=O)NC3CCCCC3)O[C@@H](CO)[C@H]1O2 | 4 | 3 | -2 | 2 | -5 | 3.3 | -3 | 0.2
CCC(=O)Nc1ccc2c(c1)C(=O)N(C)C[C@H](OC)[C@H](C)CN(C(=O)c1ccccc1F)[C@@H](C)CO2 | 24* | -2 | -5 | 1 | 8 | -1.1 | 5 | 0.4
O=[N+]([O-])c1cc(/C=N/n2c(-c3cccnc3)n[nH]c2=S)ccc1Cl | . | . | -10 | . | 15 | . | 9 | 0.2
Cc1ccc(S(=O)(=O)NCc2ccccc2)cc1C(=O)N1CCCCCCC1 | 0 | 0 | -16 | 1 | 4 | -4.0 | -18 | -0.1
CC1CCN(S(=O)(=O)c2ccc(N=NC3=C(O)CC(C)(C)CC3=O)cc2)CC1 | . | . | 16 | . | 3 | . | -9 | 0.0
Cc1ccc(C(=O)N(C)Cc2ccc(N3CCOCC3)cc2)cc1S(=O)(=O)NCc1ccccc1 | -6 | 5 | . | -19 | 18 | -3.9 | 0 | 0.0
Cc1noc(C)c1NC(=O)Nc1ccc2c(c1)C(=O)N([C@H](C)CO)C[C@H](C)[C@H](CN(C)Cc1ccncc1)OCCCC[C@H](C)O2 | 1 | -12 | -8 | 2 | 0 | -1.7 | 41 | 0.1
Cc1ccc(SCC(=O)OCC(=O)Nc2ccc3[nH]c(=O)[nH]c3c2)cc1C | 0 | 3 | -15 | -1 | 10 | -1.3 | 1 | 0.1
O=C(c1ccc([N+](=O)[O-])cc1)N1CCOCC1 | -6 | 0 | 10 | -4 | 16 | 2.1 | . | 0.3
O=C(CN(Cc1ccc(Cl)cc1)C(=O)CNS(=O)(=O)c1ccc(F)cc1)NCC1CCCO1 (stereo not drawn) | -6 | 4 | -1 | 3 | 25 | 0.4 | 3 | 0.1
O=C(O)c1ccc(Nc2cccc(F)c2)c([N+](=O)[O-])c1 | -6 | 12 | -4 | 2 | -12 | -2.3 | -36 | 0.2
CCOc1c(C(N)=O)cc([N+](=O)[O-])cc1[N+](=O)[O-] | -1 | 4 | -7 | 3 | -16 | 2.6 | 1 | 0.1
CCCC(=O)N1CCN(c2ccc(NC(=O)c3cccs3)cc2)CC1 | . | -17 | 3 | 2 | -13 | 0.4 | -10 | 0.0
SMILES | DENV2 CPE rescue | EWS-Fli block | ARNT TACC3 PPI | ERp5 block | PAX8 reporter | F508del corr | GSIS activator | Xi reactivation
O=S(=O)(O)c1cc2onnc2c2ccccc12 | -3 | 0 | 11 | -1 | 14 | -0.9 | 2 | 0.0
COc1ccc(C2=NN(C(=O)CCCC(=O)O)C(c3cccs3)C2)cc1OC (stereo not drawn) | -2 | -59 | -4 | 3 | -8 | 2.0 | 104* | 0.0
O=C(Nc1cccc([N+](=O)[O-])c1)C(=O)N1CCCCC1 | 2 | -48 | . | 4 | -114 | . | 12 | 0.2
O=C(Nc1cccc(C(F)(F)F)c1)c1ccccc1NC(=O)C1CCCCC1 | -1 | 17 | . | 3 | 3 | . | 13 | 0.2
NNC(=O)CNc1ccccc1Cl | -4 | -4 | -1 | -11 | -5 | 1.9 | -10 | 0.1
CCn1c(=O)c(-c2nc3ccccc3[nH]2)c(O)c2ccccc21 | 9 | -5 | . | -6 | 4 | -1.8 | -18 | 0.0
CCC(=O)N(C)C[C@@H]1Oc2cc(C3=CCCC3)ccc2S(=O)(=O)N([C@@H](C)CO)C[C@H]1C | -3 | 10 | -4 | -1 | . | 0.2 | -8 | -0.8
CN[C@@H]1CC[C@H](c2ccc(Cl)c(Cl)c2)c2ccccc21 | 5 | 34 | 2 | 0 | 4 | . | -1 | 0.4
COc1ccc(NC(=O)Nc2ccc3c(c2)CC(=O)N([C@H](C)CO)C[C@@H](C)[C@@H](CN(C)Cc2ccc4c(c2)OCO4)O3)cc1 | 3 | -7 | 4 | 4 | . | 1.9 | -5 | 0.1
O=c1oc2c(CN3CCN(CCO)CC3)c(O)ccc2cc1-c1ccccn1 | 1 | -5 | -6 | -1 | -7 | 3.3 | -3 | 0.0
O=C(c1noc2c1CCCCC2)N1CCOCC1 | 3 | 7 | -1 | 4 | . | -0.9 | 15 | .

An excerpt from above in order of the GSIS activator value, highest first.
| molecule | GSIS activator |
| --- | --- |
| COc1ccc(-c2ccc3c(c2)O[C@H](CN(C)C(C)=O)[C@@H](C)CN([C@H](C)CO)S3(=O)=O)cc1 | 4 |
| CCCCCCCCCCCCN1CCSCCS1(=O)=O | -8 |
| CCC(CC)C(=O)OCC(=O)C1(O)CCC2C3CCC4=CC(=O)CCC4(C)C3C(O)CC21C (stereo not drawn) | -26 |
